High-throughput results deposited in PubChem BioAssay by several laboratories.
Shn3 inh set2 = Schnurri-3 reporter inhibition in Clone20 osteoblasts; Clone20 osteoblast Shn3 3'UTR firefly luciferase, 24 h; inhibition, % at 12.5 µM; 360,000 tested, 0.52% active;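 active = mean inhibition of at least 75% with every replicate also reaching 75%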;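 also: 0% = median of neutral control wells and 100% = pilot-screen positive control compound; some compounds past the cut are filed as inactive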
iPSC survival up = increases survival of single human iPS cells | 360,000 tested, 0.044% active | AID 602274 | hiPSC single-cell survival, ATPlite luminescence; 100% = ROCK inhibitor wells, 0% = DMSO | survival enhancement, % at 20 µM; in the data active = survival enhancement above about 18%;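 also: cells exposed to compounds for 16 hours before the ATP read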
TRPM1 prom inh = reduces MITF-dependent TRPM1 promoter luciferase signal | inhibition, % at 12.5 µM | 330,000 tested, 0.83% active | SK-MEL-5 TRPM1 promoter luciferase, 24 h | AID 488899;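 active = mean inhibition across replicates of 60% or more, whatever share of single replicates reaches that level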; also: values of inactives mirror those of a sister screen read the other way
TWEAK Fn14 block = inhibitors of TWEAK-Fn14 interaction signaling; TWEAK-stimulated Fn14 reporter cells, luciferase luminescence, 8 h; inhibition, % at 10 µM; 360,000 tested, 2% active; AID 1159606; in the data active = inhibition above about 50%
HIF-2a block = blocks HIF-2a reporter activity. 786-0 RCC cells HIF-2a reporter, luciferase luminescence, overnight. inhibition, % at 18.8 µM. 360,000 tested, 0.72% active. AID 624352;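 active = inhibition of the luminescence signal of 40% or more relative to plate controls, in a single-dose primary screen at 18.75 µM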
CF NFkB block = inhibitors of cystic fibrosis induced NF-kB. inhibition, % at 5 µM. AID 588850. 360,000 tested, 0.86% active. KKLEB NF-kB-GFP reporter, PAF-induced, GFP fluorescence overnight;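 active = at least 50% inhibition at 5 µM, scaled per plate between neutral and stimulator controls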;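 also: PAF is a Pseudomonas aeruginosa culture filtrate used as stimulus; plate controls were PAF-stimulated DMSO wells for no effect and unstimulated DMSO wells for full effect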
NR2E3 ag-1 = human photoreceptor-specific nuclear receptor agonism; CHO-S Gal4-NCOR/VP16-NR2E3 two-hybrid, luciferase; inhibition of corepressor binding, % at 3.98 µM; 360,000 tested, 0.35% active; AID 602229;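 active = inhibition above the mean of all tested compounds plus 3 SD, cut at about 70% in these data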;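 also: 0% = DMSO with NR2E3 transfected cells and 100% = cells lacking NR2E3 construct; higher means lower luciferase signal from less NR2E3 corepressor binding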
Target sequence (Q9Y5X4 whole entry, looked up, the tested form may be a part): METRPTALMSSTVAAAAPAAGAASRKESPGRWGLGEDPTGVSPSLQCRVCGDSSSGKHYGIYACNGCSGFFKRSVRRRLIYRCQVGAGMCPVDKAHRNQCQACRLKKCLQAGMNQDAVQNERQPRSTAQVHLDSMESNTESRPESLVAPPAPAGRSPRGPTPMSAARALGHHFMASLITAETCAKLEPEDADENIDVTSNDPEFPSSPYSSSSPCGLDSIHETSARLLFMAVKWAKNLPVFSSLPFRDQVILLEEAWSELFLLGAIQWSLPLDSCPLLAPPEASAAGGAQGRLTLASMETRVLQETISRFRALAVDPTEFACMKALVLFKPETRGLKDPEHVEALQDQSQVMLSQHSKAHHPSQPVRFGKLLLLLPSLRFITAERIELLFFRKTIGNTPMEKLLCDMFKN
aDG glyco up = alpha-DG glycosylation activation. Pro5-aDG cells, alpha-DG glycosylation AlphaScreen (IIH6); 0% Pro5, 100% B10-LARGE cell signal. activation, % at 10 µM. 360,000 tested, 0.22% active. AID 624168;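 active = activation of at least 8% versus controls, or a plate z-score of at least 8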;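 also: Pro5 are CHO cells carrying HIG-tagged alpha-DG that lacks glycosylation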
NR2E3 ag-2 = NR2E3 (human) agonism | Q9Y5X4 | inhibition of corepressor binding, % at 4.78 µM | 320,000 tested, 0.12% active | AID 2300 | GST-NR2E3/biotin-RetCOR TR-FRET, 1536-well;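 active = percent inhibition above the cutoff of mean plus 3 SD of all tested compounds, set per screening campaign, cut at about 20% in these data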;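 also: 0% = DMSO wells and 100% = biotin wells as full block of FRET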
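Material – GST-tagged NR2E3 plus biotinylated RetCOR corepressor · Quantity – NR2E3 fusion 1.35 nM · Times – 5 h incubation at 4 °C · Medium – pH 7.5 Tris-based buffer · Technique – TR-FRET, Eu(K)-anti-GST donor, streptavidin-D2 acceptor, ex 340, em 617/671 nm · Benchmarks – high control biotin, low control 0.6% DMSO · Format – 1536-well plates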
KKLEB cytotox = reduces viability of KKLEB cystic fibrosis airway cells | KKLEB CF airway cells viability, ATPlite luminescence, overnight; stronger effect = lower value; cells stimulated with P. aeruginosa culture filtrate | activity change (cytotoxicity), % at 5 µM | 360,000 tested, 0.36% active | AID 602141;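 active = corrected activity change at or below -50% at 5 µM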
Peg3 prom inh = inhibitors of Peg3 promoter; HeLa PEG-Prom luciferase reporter, luminescence, overnight; inhibition, % at 20 µM; 360,000 tested, 1.7% active; AID 588405;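 active = inhibition of at least 50% at 20 µM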
Numbers without * were called inactive; / = no result given. Random draw from the library; about 4.4% have a hit in one of these screens.

SMILES	Shn3 inh set2	iPSC survival up	TRPM1 prom inh	TWEAK Fn14 block	HIF-2a block	CF NFkB block	NR2E3 ag-1	aDG glyco up	NR2E3 ag-2	KKLEB cytotox	Peg3 prom inh
Cc1cccc(N=C2NC(=O)/C(=C/c3cccn3C)S2)c1C	18	-0.1	-2	-8	-5	17	-26	0.0	-2	-5	12
CCOC(=O)N1CCC(NS(=O)(=O)c2cc(Br)cnc2N)CC1	19	-0.4	8	17	3	8	-15	-0.2	-4	-2	7
Cc1ccc(NCCC(=O)c2ccccc2)cc1Cl	-19	-0.7	-18	-8	-206	1	-44	0.4	-2	3	-178
Cc1ccc(NC(=O)CN(C)S(=O)(=O)c2cccc3nsnc23)cc1	-5	-0.7	9	11	5	21	7	1.1	5	-13	10
O=C(NCCc1ccccn1)C1CCN(S(=O)(=O)c2ccc3ccccc3c2)CC1	-2	-1.8	7	-3	16	12	7	-0.6	0	6	9
CSc1ncccc1C(=O)OCC(=O)c1ccccc1	3	-0.1	-12	0	2	12	-16	0.0	-1	2	-12
Cc1ccc(C(=O)OCc2cc(=O)n3c(C)csc3n2)s1	-3	-0.3	-50	-17	-50	6	21	-0.4	4	-5	-114
CCCn1nnnc1-c1cc(Cl)cc(Cl)c1	2	-0.6	10	-12	13	4	-15	0.6	0	-24	10
O=C1Nc2ccccc2C(=O)C1(Cl)Cc1ccccc1 (centres undefined)	-29	-0.7	15	0	19	9	-15	-0.2	-3	7	20
CN(Cc1cccc(F)c1)C(=O)c1cccc(S(=O)(=O)N2CCN(Cc3ccccc3)CC2)c1	9	0.1	14	7	21	-17	61	-0.2	-2	14	12
CCCCOc1ccc(S(=O)(=O)Nc2ccc(NC(C)=O)cc2)cc1	74	0.1	13	-7	16	-17	70*	0.5	-1	-1	3
CC1(C)Cc2c(sc3nc(-c4ccccc4)n(N)c(=O)c23)CO1	-3	2.2	-20	-1	-79	6	-21	-0.1	2	-1	-49
CN(CC(=O)Nc1ccc(F)cc1)C(=O)COC(=O)CSc1ccc(F)cc1	0	-0.4	7	-24	8	-2	-11	-0.2	5	9	-10
COC(=O)CSc1nnc(-c2ccc(S(=O)(=O)N3CCCC3)cc2)n1C	-22	2.3	3	14	13	12	-8	-0.3	-1	-8	15
O=C1CCN(Cc2ccccc2)C=C1c1ccc(Br)cc1	12	0.7	-7	-13	-121	2	-17	0.9	/	0	-73
O=C(Oc1ccc(/C=N/NC(=O)c2ccccn2)cc1)c1ccc(Br)cc1	-66	-0.3	-43	8	-47	7	-36	-0.2	3	5	-182
CCc1nc2c(OCCn3cccc3)cccn2c1N(C)C(=O)C1CC1	17	3.4	/	0	14	-17	-16	0.0	/	3	-6
CCCS(=O)(=O)N1CCCC(C(=O)NCCN2CCC(Cc3ccccc3)CC2)C1 (centres undefined)	21	-1.5	8	35	15	-1	-13	0.3	0	-6	-5
Cc1ccccc1C(=O)N1[C@@H](C(C)C)COc2cc(Br)ccc2S1(=O)=O	14	-0.6	-4	15	5	4	-14	-0.3	/	-18	44
FC(F)(F)c1ccccc1NC(=S)N1CCc2ccccc2C1	32	-0.2	-10	10	-9	5	17	0.2	0	-2	-13
Cc1ccc(C2NC(=O)NC3=C2CCc2ccccc23)cc1 (centres undefined)	-20	-0.7	-23	79*	-58	-21	-42	0.6	1	7	-47
COc1ccc(CCC(=O)N2CCN(S(=O)(=O)c3cccc(Cl)c3)CC2)cc1	2	-0.3	-4	7	-1	29	-7	0.0	2	3	6
O=c1c2ccccc2nc(-c2ccccc2)n1O	10	-0.8	5	-3	27	2	-7	-0.1	-5	8	0
CSc1ccc(NC(=O)N2CCC(C(=O)c3ccc(F)cc3)CC2)cc1	24	-0.1	9	11	12	-3	6	0.3	3	8	-5
COc1ccc2[nH]cc(CCNC(=O)Cc3ccc(Cl)cc3)c2c1	6	-0.6	-4	-14	0	18	-11	0.2	1	-6	1
SMILES	Shn3 inh set2	iPSC survival up	TRPM1 prom inh	TWEAK Fn14 block	HIF-2a block	CF NFkB block	NR2E3 ag-1	aDG glyco up	NR2E3 ag-2	KKLEB cytotox	Peg3 prom inh
CC(=O)Nc1nc(SCCCc2ccccc2)n[nH]1	3	-0.2	-7	1	-44	8	-11	-0.2	-3	-6	-7
O=C(Nc1cc(C(F)(F)F)ccc1N1CCOCC1)c1ccc[n+]([O-])c1	7	-0.2	5	1	18	4	-16	0.2	3	1	-6
Cc1occc1-c1nnc(SCC(=O)Nc2ccc3c(c2)OCO3)n1CC1CCCO1 (centres undefined)	-3	-2.3	6	-25	12	-10	-14	-0.1	0	-2	9
COc1ccccc1C(=O)COC(=O)CNS(=O)(=O)c1ccc(C)cc1	8	0.7	-11	-2	7	-3	6	0.0	-4	9	3
CCC(=O)c1ccc(OCC(=O)OCC(=O)c2cc(C)n(C3CC3)c2C)cc1	1	-0.1	-5	10	-2	5	-4	-0.2	-1	4	-3
Cc1cccc(CCN(CC(=O)NC(C)(C)C)C(=O)c2csnn2)c1	5	-0.6	-2	1	10	-25	6	0.2	0	18	5
CCOc1cc(-c2noc(-c3cccnc3)n2)ccc1OC	-11	0.5	-28	-9	-65	21	-28	0.3	7	-5	-74
CC12CCC(=O)N1C(C(=O)Nc1nnc(SCc3ccccc3)s1)CS2 (centres undefined)	-12	-0.4	-1	-16	-23	-2	-5	0.2	2	12	-15
CCOc1ccc(Cc2nc(-c3nonc3N)no2)cc1OCC	16	-1.9	-3	-11	16	6	-4	-0.2	3	-4	7
NS(=O)(=O)c1ccc(NC(=O)CSc2nc3ccccc3c(=O)n2Cc2ccncc2)cc1	-11	0.1	-11	16	11	2	11	-0.1	/	-10	-12
O=C(NC1CCCCC1)c1noc2c1CCCCC2	-32	-1.7	-71	55*	-136	-3	-33	-0.1	3	1	-161
CS(=O)(=O)c1ccc(NC(=O)c2cc3c(cc2Cl)N2CCCCCC2=NS3(=O)=O)cc1	-5	1.4	-5	11	17	6	-5	-0.1	/	-25	6
COCCn1c(SCC(=O)Nc2nnc(C)s2)nnc1-c1ccco1	15	-0.4	4	-6	8	1	5	0.7	2	-2	9
COCCNC(=O)C(c1ccc(C)o1)N(C(=O)C(=O)NC1CCCCC1)c1ccc(F)cc1 (centres undefined)	-15	0.6	-7	-19	-104	16	3	-0.1	4	-2	-57
Cc1cc(NS(=O)(=O)c2ccc(NC(=O)/C=C/c3ccccc3Cl)cc2)no1	-16	-0.5	-5	-20	-9	-25	9	-0.3	-2	-7	1
Cn1c(CCNC(=O)OC(C)(C)C)n[nH]c1=S	-2	2.2	-4	-7	20	-5	3	0.0	2	2	6
CC(C)NC(=O)Cn1c(=O)cnc2ccccc21	-47	-0.4	-15	-2	12	-18	12	-0.1	2	8	11
COc1ccc(S(=O)(=O)N2CCOCC2)cc1C(=O)Nc1cc(C)on1	-3	-2.7	6	-6	12	-13	2	-0.4	-3	15	-4
O=C(NNc1c([N+](=O)[O-])cc(C(F)(F)F)cc1[N+](=O)[O-])c1ccco1	17	-0.4	13	18	6	43	61	-0.4	-4	0	40
CCc1nnc(NC(=O)C2CCC2)s1	16	2.2	-1	-10	0	-11	14	-0.1	1	5	-30
CSc1nc(N2CCOCC2)c2ccccc2n1	2	1.8	6	-6	18	26	-49	0.3	0	-14	24
COc1cc(C(=O)NN2C(=O)NC3(CCC(C)CC3)C2=O)ccc1OC(F)F (centres undefined)	1	0.0	11	11	10	-14	-9	-0.3	/	6	0
Cc1nc(Sc2cccn2C)c(C(F)(F)F)c(=O)[nH]1	5	0.2	-8	7	18	3	9	0.1	-4	13	-2
Cc1cc(=O)oc2cc(OCC(=O)OC(C)C(=O)Nc3ccc(S(N)(=O)=O)cc3)ccc12 (centres undefined)	19	-0.7	2	8	10	2	-21	0.1	/	8	5
COc1ccc(NC(=O)C2(C)CCCN(C(C)C)C2)cc1OC (centres undefined)	-1	2.0	/	7	4	-22	11	-0.2	/	3	-13
SMILES	Shn3 inh set2	iPSC survival up	TRPM1 prom inh	TWEAK Fn14 block	HIF-2a block	CF NFkB block	NR2E3 ag-1	aDG glyco up	NR2E3 ag-2	KKLEB cytotox	Peg3 prom inh
Cc1cc(S(=O)(=O)N2CCN(c3ccccc3F)CC2)ccc1-n1cnnn1	16	-0.5	7	11	3	2	17	0.4	0	-4	22
O=C(O)c1oc2ccccc2c1CSc1ccccn1	15	1.0	11	1	23	4	0	-0.1	4	3	13
CCN1CCCC1CNC(=O)C(=O)Nc1ccccc1OC (centres undefined)	-35	-2.3	-9	-14	0	-3	-5	0.1	-3	3	-13
O=C(N/N=C/c1ccc2c(c1)OCO2)c1cc(-c2ccncc2)nc2ccccc12	-1	-1.8	17	-6	23	20	-22	0.0	0	-13	10
O=C(CSc1nnc(-c2ccccc2)n1-c1ccc(Cl)cc1)N/N=C/c1ccco1	17	0.4	-2	-3	18	-1	16	-0.1	-3	4	-1
O=C(CCCSc1nc2ccccc2c(=O)[nH]1)c1ccc(F)cc1	12	-0.1	12	3	13	-5	-9	0.4	1	0	29
COc1ccccc1OCC(=O)Nc1ccc(S(=O)(=O)Nc2nccs2)cc1	-13	0.2	0	15	18	-7	0	-0.1	4	-1	-7
COc1cc(C(O)c2nc(-c3ccc4ccccc4c3)cs2)ccc1F (centres undefined)	-6	-3.4	/	-12	-240	-17	-24	0.4	/	12	-195
CCN(CC)CC(O)CN1C(=O)NC(C)(C)C1=O (centres undefined)	1	-0.3	14	4	6	1	-23	0.0	-1	6	2
CCOC(=O)C1CCN(C(=O)Nc2ccc3oc(C)nc3c2)CC1	-5	-1.0	-2	-11	-13	8	7	0.1	1	-2	0
Cc1ccc(-c2nnc(N3CCC(C)CC3)c3ccccc23)cc1C	91*	-0.1	18	49	5	3	2	0.9	1	-8	32
Cc1ccccc1OCC(=O)OCC(=O)Nc1ccc(S(N)(=O)=O)cc1	1	-0.2	4	-11	11	-5	-15	0.0	0	11	7
O=C(c1ccc(N2CCCCS2(=O)=O)cc1)N1CCN(c2ccccc2F)CC1	16	-0.4	10	7	-14	6	-11	-0.1	2	4	-10
Cc1cc(C)cc(N(CC(=O)NC2CCCCC2)C(=O)c2csnn2)c1	-3	0.2	-4	19	8	1	-13	-0.1	4	-3	-1

Three of the entries above in order of the Peg3 prom inh value, low to high:
SMILES | Shn3 inh set2 | TRPM1 prom inh | TWEAK Fn14 block | HIF-2a block | CF NFkB block | NR2E3 ag-1 | aDG glyco up | NR2E3 ag-2 | Peg3 prom inh
CC1(C)Cc2c(sc3nc(-c4ccccc4)n(N)c(=O)c23)CO1 | -3 | -20 | -1 | -79 | 6 | -21 | -0.1 | 2 | -49
FC(F)(F)c1ccccc1NC(=S)N1CCc2ccccc2C1 | 32 | -10 | 10 | -9 | 5 | 17 | 0.2 | 0 | -13
CSc1ncccc1C(=O)OCC(=O)c1ccccc1 | 3 | -12 | 0 | 2 | 12 | -16 | 0.0 | -1 | -12
